# High-throughput results from PubChem BioAssay.
# HEK293 tox: qHTS of GLP-1 Receptor Inverse Agonists: Cytotox Screen. HEK293 cAMP-luciferase reporter cells, luminescence, 24 h. Potency, µM (series often up to 38.3 µM), for the others: at the top dose activity change, negative = inhibition, hits mostly inhibitors. 410,000 compounds, 0.13% hits;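 note: loss of luciferase light is scored as toxicity; potency is the fitted concentration of half-maximal effect; % is set by controls: 0 for no effect and ±100 for the full control effect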
#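 Seeding density was 200 cells/uL; after overnight-length (12 h) culture, 23 nL compounds went on for 24 h at 37 °C. Readout used a luciferase detection reagent, luminescence taken after 12 min at room temperature.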
# IL-1B inflam inh: qHTS for Inhibitors of Inflammasome Signaling: IL-1-beta AlphaLISA Primary Screen | AID 743279, 2014 | 360,000 compounds, 4.7% hits | activity change, % at 57.5 µM | THP-1 LPS/ATP IL-1B secretion, AlphaLISA, 16 h; active compounds read low; in the data active = activity change below about -50%; inconclusive = mostly about -30% to -49%; note: % is set by controls: 0 for no effect and ±100 for the full control effect
#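 THP-1 cells pretreated 1 hr with compounds (up to 57.5 uM final), then stimulated with LPS (250 ng/mL final) plus ATP (1.25 mM final); secreted IL-1B measured by AlphaLISA after 16 hr, decreased signal indicating inhibition.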
# MCF10A rerep: A quantitative high throughput screen for small molecules that induce DNA re-replication in MCF 10a normal breast cells; Potency, µM (titrated, usually from 46.1 µM), without a hit: at the top dose activity, positive = re-replication, usual class: activators; 350,000 compounds, 2.9% hits; MCF 10A DNA re-replication, Hoechst nuclear intensity, 48 h; note: potency is the fitted concentration of half-maximal effect; % of control where 0% means no effect; nearly all actives have a fitted effect of over 50% in size
# HT1080-NT tox: qHTS for induction of synthetic lethality in tumor cells producing 2HG: qHTS for the HT-1080-NT fibrosarcoma cell line. HT-1080-NT fibrosarcoma viability, CellTiter-Glo ATP luminescence, 48 h. Potency, µM (top dose mostly 46.1 µM), for inactives: top-dose activity, negative = less viability, most hits filed as cytotoxic. 360,000 compounds, 1.6% hits. AID 686970, 2013;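 note: NT is the 2HG producing partner of a matched IDH1 knockdown line; potency is the fitted concentration of half-maximal effect; 0% = DMSO-treated cells and -100% = media-only wells without cells; nearly all actives have a fitted effect of over 55% in size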
#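 HT-1080-NT fibrosarcoma cells (2HG-overproducing), 750 cells/well in RPMI with 5% FBS, dosed after 2 h and incubated 48 h at 37C. CellTiter-Glo luminescence normalized to DMSO and no-cell wells; concentration-response curves fitted and classed.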
# KB-V1 cytotox: qHTS assay for MDR1-selective chemotherapeutics: Primary screen using the drug-selected MDR subline cells KB-V1 | KB-V1 MDR cells viability, CellTiter-Glo, 72 h | Potency, µM (doses to about 46.1 µM), for the others: at the top dose activity change, negative = cytotoxicity, usual class: cytotoxic | 400,000 compounds, 3.4% hits | AID 1347076, 2019; note: potency is the fitted concentration of half-maximal effect; % is set by controls: 0 for no effect and ±100 for the full control effect; nearly all actives have a fitted effect of over 60% in size
#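 Luminescent ATP read-out (CellTiter-Glo, 10 min) measures survival of drug-selected KB-V1 MDR cells after 72 h, 37 degrees C compound exposure. Medium: phenol-red-free DMEM, 10% FBS. Values from fitted concentration-response curves.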
# SW480 rerep: A quantitative high throughput screen for small molecules that induce DNA re-replication in SW480 colon adenocarcinoma cells. SW480 DNA re-replication, Hoechst DNA content imaging, 48 h. Potency, µM (series often up to 46.1 µM), for the others: at the top dose re-replication activation, actives largely listed as activators. 340,000 compounds, 1.8% hits. AID 624297, 2012; note: potency is the fitted concentration of half-maximal effect; % of control where 0% means no effect; nearly all actives have a fitted effect of over 55% in size
#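 Image-based DNA-content assay: after two days of treatment, nuclei were labelled with the DNA dye Hoechst and imaged, and hits were compounds raising the count of nuclei showing high fluorescence intensity.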
# D3 ag: qHTS of D3 Dopamine Receptor Agonist: qHTS; D(3) dopamine receptor (Homo sapiens), P35462; D3R DiscoveRx beta-arrestin cells, luminescence, 90 min; max activation, %; 410,000 compounds, 0.58% hits; AID 652048, 2013; in the data active = max activation above about 30%; note: 0% is about no effect; mostly tested at two doses, the higher about 12 µM
# Target sequence (P35462 whole entry, looked up): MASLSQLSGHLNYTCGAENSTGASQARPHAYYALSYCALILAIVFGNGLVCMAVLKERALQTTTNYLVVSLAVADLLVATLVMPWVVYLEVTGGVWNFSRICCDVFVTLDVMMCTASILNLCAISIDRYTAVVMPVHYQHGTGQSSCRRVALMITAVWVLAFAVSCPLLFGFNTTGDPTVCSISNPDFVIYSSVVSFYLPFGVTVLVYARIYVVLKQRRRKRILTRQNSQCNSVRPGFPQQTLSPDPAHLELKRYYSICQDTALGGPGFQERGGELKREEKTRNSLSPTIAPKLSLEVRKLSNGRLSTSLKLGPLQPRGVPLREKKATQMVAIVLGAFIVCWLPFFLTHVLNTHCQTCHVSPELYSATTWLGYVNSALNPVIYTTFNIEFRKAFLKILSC
#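 Agonist mode: compounds and dopamine controls were applied to plated cells for 90 min at 37 degrees C after an overnight attachment at 1500 cells/well. Luminescent read-out followed 30 - 60 minutes at room temperature with DiscoveRx detection reagent.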
# HT1080 IDH1KD tx: qHTS for induction of synthetic lethality in tumor cells producing 2HG: qHTS for the HT-1080-IDH1KD cell line; 360,000 compounds, 2% hits; AID 686971, 2013; HT-1080 IDH1 knockdown viability, ATP luminescence, 48 h; Potency, µM (doses to about 46.1 µM), for the others: top-dose activity, negative = toxicity, most hits filed as cytotoxic;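 note: potency is the fitted concentration of half-maximal effect; 0% = DMSO wells and -100% = cell-free medium wells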
#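 HT-1080-IDH1KD cells (IDH1 knocked down), 750/well in RPMI with 5% FBS, treated with compound 48 h at 37 degrees C. Viability by CellTiter-Glo luminescence, normalised to DMSO and no-cell wells; concentration-response curves classed.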
# KB-3-1 cytotox: qHTS assay for MDR1-selective chemotherapeutics: Primary screen using the parental adenocarcinoma cell KB-3-1. 400,000 compounds, 1.4% hits. AID 1347075, 2019. KB-3-1 viability, CellTiter-Glo ATP luminescence, 72 h. Potency, µM (doses to about 46.1 µM), for inactives: at the highest dose activity change, negative = cytotoxic, usual class: cytotoxic; note: potency is the fitted concentration of half-maximal effect; % is set by controls: 0 for no effect and ±100 for the full control effect; nearly all actives have a fitted effect of over 60% in size
#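 Screening of KB-3-1 cells (DMEM, 10% FBS, phenol-red free) ran from lowest to highest compound concentration; after 72 h at 37 °C viability was read luminescently and curves fitted.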
# * = called active by the depositor; ? = inconclusive; . = no result given; & = joins results of further samples; [ ] = another dose, or the depositor's remark. Unless noted, calls come from the whole dose curve; as a rule, active = well fitted curve in the direction sought with a large enough effect; inconclusive = small, poorly fitted or top-dose-only effect, or another doubt; inactive = no such curve, though single readings can be large; an effect the other way counts as inactive or inconclusive.
SMILES,HEK293 tox,IL-1B inflam inh,MCF10A rerep,HT1080-NT tox,KB-V1 cytotox,SW480 rerep,D3 ag,HT1080 IDH1KD tx,KB-3-1 cytotox
COc1ccc2c(c1)[C@H]1[C@H](CO2)[C@H](c2ccccc2)[C@]2(C)C(=O)Nc3ccc(F)cc3C(=O)N12,8%,-57*,?,?,?,?,7,?,?
COC(=O)c1cc2c(n(-c3ccccc3)c1=O)CCCC2=O,3%,35,5%,0%,0%,-8%,2,4%,0%
OC(COc1cccc2ccccc12)CN1CCN(c2ccccc2)CC1 (configuration not stated),4%,-14,8%,-23%,-21%,-4%,35*,-2%,-1%
CC(=O)NC(CCS(C)(=O)=O)C(=O)Nc1ccc2c(c1)OCCO2 (configuration not stated),-18%,5,16%,5%,1%,-18%,7,16%,7%
Cc1ccc(NC(=O)COC(=O)CCNS(=O)(=O)c2c(Cl)cccc2Cl)cc1,-2%,19,2%,14%,13%,21%,-1,11%,1%
CC(C)Cc1ccc(C(C)C(N)=NCCc2ccccc2)cc1 (configuration not stated),?,-91*,?,16µM*,?,6.5µM*,-7,18µM*,?
O=S(=O)(c1ccc(NCCOc2ccccc2)nc1)N1CCCC1,6%,-25,-6%,12%,21µM*,-6%,2,8%,6%
CC(=NC1CC1)c1c(-c2ccccc2)[nH]n(-c2nc3ccccc3s2)c1=O,5%,.,-1%,1%,0%,?,12,9%,?
O=C(c1c[nH]c2ccccc12)C(Cl)c1ccccc1 (configuration not stated),14%,-73*,23µM*,-29%,?,?,1,?,1%
CC(C)(C)n1nnnc1C(c1ccc(Cl)cc1)N(Cc1cccnc1)Cc1ccco1 (configuration not stated),?,-24,?,?,-8%,6%[9.22 µM],1,?,?
Fc1cccc(NCCc2c[nH]c3ccccc23)n1,-8%,-11,-2%,0%,-8%,-2%,-2,-3%,0%
O=C(O)c1ccc(CS(=O)(=O)c2cccc(C(F)(F)F)c2)o1,6%,-17,-22%,12%,23%,-2%,5,6%,7%
NC(=O)NNC1=Nc2cccc3cccc1c23,-13%,-9,-1%,-7%,-25%,-2%,-9,-2%,-4%
Cc1nc2cc(-c3ccc(F)cc3)[nH]n2c(=O)c1C,5%,-13,2%,-1%,3%,-12%,-2,-6%,-2%
Cc1cccc(/C=N/c2sc3c(c2C(=O)OC(C)(C)C)CCN(C)C3)c1O,0%,5,18%,4%,6%,-5%,4,5%,8%
CNC(=S)N/N=C/c1c(C)nn(-c2ccccc2)c1Cl,?,-11,?,?,?,?,-36,8.9µM*,1%
O=C(O)C1C2C=CC(C2)C1C(=O)NCc1cccs1 (configuration not stated),5%[7.66 µM],14,20%,14%,?,2%,3,20%,-4%
COc1ccccc1N1CCN(C(=O)c2ccc(NS(=O)(=O)c3ccc(C)cc3)cc2)CC1,0%,11,4%,0%,-16%,-5%,7,-19%,-12%
Cc1ccc(NC(=O)Nc2cccc(F)c2)nc1,-3%,0,4%,8%,10%,-5%,-7,3%,1%
COc1ccc2cc3c(N)nn(C(=O)Cc4c[nH]c5ccccc45)c3nc2c1,-30%,-98*,?,?,0%,?,3,?,?
CC(=O)Nc1nc2c(F)cccc2s1,-31%,15,6%,5%,?,-18%,2,6%,11%
Cn1nc(C(=O)NCc2cccc(Cl)c2)c2c1-c1ccccc1S(=O)(=O)C2,-14%&-15%,4,1%,0%,?,5%,-4&3,0%,-11%&4%
Cc1nnc(SCc2ccc(Cl)cc2Cl)[nH]c1=O,-12%,24,6%,-1%,?,-2%,4,6%,4%
COc1cccc(C=O)c1OCCN1C(=O)c2ccccc2C1=O,2%,0,3%,-2%,-3%,-6%,-1,-1%,-35%
COCCN(C(=O)c1snc(C(N)=O)c1N)C(C(=O)NC1CCCC1)c1cc(OC)c(OC)c(OC)c1 (configuration not stated),-18%,3,1%,9%,6%,-4%,-3,1%,17%
COc1ccc(OC)c(NC(=S)NCc2cccs2)c1,10%,-13,18%,-1%,14%,-3%,-1,8%,1%
CC1=NN(C(=O)c2ccc(Cl)cc2)C(O)(c2ccccc2)C1 (configuration not stated),-29%,35,15µM*,-13%,9%,?,9,-19%,?
C=CCN(CC=C)C(=O)CN1C(=O)c2ccccc2C1=O,-2%,-11,14%,-1%,0%,12%,-6,-2%,-6%
CCOc1cc(C(N)=O)cc(Br)c1OCC,1%,-2,20%,-1%,-7%,-3%,14,-24%,15%
COC(=O)CN1C(C(=O)c2ccccc2)=C(OC(=O)c2ccccc2)c2ccccc2S1(=O)=O,-26%,.,.,.,-15%,.,3,.,0%
COC(=O)c1ccc(NC(=S)N2CCN(Cc3ccccc3OC)CC2)cc1,-2%,7,-7%,0%,0%,-36%[inhibitor],-9,-12%,-1%
Cc1ccccc1C(=O)N1CCN(c2ccc(NC(=O)c3cccnc3)cc2)CC1,15%[7.66 µM],.,6%,-2%,?,-4%,-5,-8%,-7%
CC(C(=O)Nc1cc([N+](=O)[O-])ccc1Cl)N1CCN(c2ccccc2O)CC1 (configuration not stated),-23%,6,?,?,10µM*,16%,-4,?,?
COC(=O)c1ccc2c(=O)n(CCCCCC(=O)NCc3ccccc3)c(=O)[nH]c2c1,0%&1%,36,11%,4%,1%&-6%,0%,-17&-4,2%,-4%&24%
CCOC(=O)c1sc(N2C(=O)C(O)=C(C(=O)c3ccc(C)o3)C2c2ccc(OC)c(OC)c2)nc1C (configuration not stated),-10%,-10,?,7%,-9%,?,2,6%,4%
Cc1cc(NC(=O)C2CC(c3ccccc3Cl)=NO2)no1 (configuration not stated),1%,-2,13%,8%,-13%,-2%,-1,17%,0%
CCN(CC)C(=O)Cn1cc(S(=O)(=O)CC(=O)NCc2ccc(C)cc2)c2ccccc21,6%,-3,-2%,16%,-3%,-2%,0,12%,19%
Cc1nc(Nc2ccc(Cl)c(Cl)c2)sc1C(=O)Nc1ccccc1,?,-26,23µM*,?,10%,28%,4,-23%,?
O=C(NC1CCCN(Cc2ccccc2F)C1)C1CCC1 (configuration not stated),-3%,8,0%,14%,0%,1%,-8,14%,2%
Cc1cc(Br)ccc1NC(=O)C1CCCO1 (configuration not stated),-6%,-24,?,0%,-9%,13%,-3,11%,10%

# Four structures out of the list, arranged by molecular weight, rising:
SMILES,HEK293 tox,IL-1B inflam inh,MCF10A rerep,HT1080-NT tox,KB-V1 cytotox,SW480 rerep,D3 ag,HT1080 IDH1KD tx,KB-3-1 cytotox
Cc1cc(Br)ccc1NC(=O)C1CCCO1 (configuration not stated),-6%,-24,?,0%,-9%,13%,-3,11%,10%
COc1cccc(C=O)c1OCCN1C(=O)c2ccccc2C1=O,2%,0,3%,-2%,-3%,-6%,-1,-1%,-35%
CCOC(=O)c1sc(N2C(=O)C(O)=C(C(=O)c3ccc(C)o3)C2c2ccc(OC)c(OC)c2)nc1C (configuration not stated),-10%,-10,?,7%,-9%,?,2,6%,4%
COCCN(C(=O)c1snc(C(N)=O)c1N)C(C(=O)NC1CCCC1)c1cc(OC)c(OC)c(OC)c1 (configuration not stated),-18%,3,1%,9%,6%,-4%,-3,1%,17%

# (more compounds)
SMILES,HEK293 tox,IL-1B inflam inh,MCF10A rerep,HT1080-NT tox,KB-V1 cytotox,SW480 rerep,D3 ag,HT1080 IDH1KD tx,KB-3-1 cytotox
CNC(=S)N1N=C(c2ccc(C)cc2)CC1c1ccc(OC)cc1 (configuration not stated),-4%,?,?,-19%,?,-6%[9.22 µM],-8,-7%,?
COc1ccc(CCN2C(=O)CCC3=C2CCC3=O)cc1OC,4%,3,.,24%,-9%,.,9,22%,0%
Cc1ccc(C)c(SCC(=O)Nc2ccc(S(=O)(=O)Nc3ncccn3)cc2)c1,-9%,39,-2%,?,31%,28%,8,-6%,11%
Cc1ccc(-c2cc(C(=O)Nc3ccc(S(=O)(=O)Nc4ncccn4)cc3)[nH]n2)c(O)c1C,0%,11,12%,-27%,21%,-12%,2,-1%,0%
COC(=O)c1sc2ncccc2c1OCc1ccccc1Cl,9%,27,1%,19%,8%,8%,-1,1%,-7%
Cn1c(C(=O)O)c(CC(=O)Nc2ccccc2F)c2ccccc21,0%,4,12%,0%,-4%,-5%,-1,10%,-4%
CCC(=O)Nc1cc(C(=O)O)ccc1Sc1ccccc1,0%,-8,-1%,-3%,4%,4%,1,2%,-3%
C=C[C@@H](C)N(Cc1ccc(OC)cc1)S(=O)(=O)N(Cc1ccccc1)[C@H](C=C)C(C)C,4%,36,3%,-13%,?,-2%,7,-21%,?
CC(C)C[C@H]1CN=C(N(C)C)N1CC(C)C,3%,15,9%,18%,?,-1%,-1,11%,16%
COc1ccc(C2=Nc3ccccc3NC(=O)C2N(C(=O)c2cnc(C)cn2)c2ccc(N3CCOCC3)cc2)cc1 (configuration not stated),-9%,-7,.,13%,14%,.,7,24%,0%
NCCCC[C@@H]1NC(=O)c2cc([N+](=O)[O-])cc(I)c2SC[C@@H](C(N)=O)NC(=O)[C@H](Cc2ccc(O)cc2)NC1=O,7%,16,4%,6%,0%,0%,17,-1%,0%
CCC1=NN2C(=N)/C(=C\c3cccn3-c3ccc(C)cc3C)C(=O)N=C2S1,-27%,-14,?,-1%,1%,6%,-1,0%,5%
CCOC(=O)C1CCCN(C2=NC(=O)/C(=C/c3ccc(N(C)C)cc3)S2)C1 (configuration not stated),55%[activator],-83*,-3%,-10%,-6%,?,0,?,-2%
COc1ccc(/C=C(/NC(=O)c2ccccc2)c2nc3ccc(Cl)cc3[nH]2)cc1OC,?,-8,?,-11%,12µM*,-1%,-5,-15%,?
